Screening results as filed in PubChem BioAssay.
APJ antagonist – antagonists of human apelin receptor APJ, primary screen, CHO-K1 cells, beta-arrestin complementation, luminescence; P35414; inhibition, % at 20 µM; hit rate 0.32% among 330,000; AID 2521, 2010;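 active = inhibition above about 40% at 20 µM, limit read from the data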;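 note: cells challenged with 10 nM apelin-13 agonist together with compound; plate controls were apelin-13 plus DMSO wells for no effect and DMSO wells lacking apelin-13 for full effect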
CHOP UPR activ – activators of apoptotic CHOP UPR arm, primary screen, cell-based, CHO-CHOP luciferase reporter, luminescence, uHTS | activation, % at 10 µM | UPR activation; percent of tunicamycin response over DMSO baseline | hit rate 0.34% among 330,000;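 active = at 10 µM dose, activation of 40% or more, normalized to positive control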;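 note: 100% = tunicamycin at 10 µg/mL and 0% = DMSO alone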
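Test system: CHO CHOP reporter cells. Input: 500 CHO-CHOP cells per well. Medium: F12 with 10% FBS. Technique: luciferase luminescence. Measure: percent activation relative to tunicamycin control. Dosing: 10 µM compound, 0.5% DMSO. Timing: 16-18 h cell attachment, then 6 h compound exposure, 37 °C.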
tim23-1 inh – growth inhibitors of tim23-1 mutant yeast, primary screen, luminescence, uHTS. hit rate 1.3% among 330,000. S. cerevisiae tim23-1 growth, BacTiter-Glo luminescence, 24 h. inhibition, % at 20 µM;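 active = growth inhibition of the mutant yeast at or above 50%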;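 note: temperature-sensitive mutant grown at 25 °C; plate controls were DMSO-treated mutant yeast for no effect and medium wells lacking yeast for full effect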
CXCR6 inh – CXCR6 receptor inhibitors, primary screen, cell-based, beta-arrestin, luminescence, CHO-K1 PathHunter, 1536-well; inhibition, % at 20 µM; hit rate 0.36% among 360,000; in the data active = inhibition above about 34%, passing the limit was not always enough;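 note: antagonist mode with CXCL16 agonist at 10 nM final; 0% = 10 nM CXCL16 with DMSO and 100% = unstimulated wells without agonist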
APJ agonist – agonists of human apelin receptor APJ, primary screen, CHO-K1 cells, PathHunter beta-arrestin, luminescence; P35414; 0% DMSO wells, 100% apelin; activation, % at 20 µM; hit rate 0.11% among 330,000; AID 2520, 2010;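 active = activation more than six SD over the plate average, tested at 20 µM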;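 note: 0% = DMSO alone and 100% = apelin-13 at 10 nM; some results filed as inactive read as strong as hits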
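Material: CHO-K1 APJ beta-arrestin complementation cell line; Input: cell density 1000 per well; Incubation: compound stimulation 90 min at 25 °C, detection 60 min; Signal: luminescence from split beta-galactosidase complementation, Galacton Star/Emerald II substrate; Controls: DMSO-only wells as negative, 10 nM Apelin-13 as positive control.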
CCR6 antag – CCR6 receptor antagonists, primary screen, cell-based, CHO-K1, luminescence, beta-arrestin, uHTS | CHO-K1 CCR6 PathHunter beta-arrestin, CCL20-stimulated | inhibition, % at 20 µM | hit rate 0.49% among 340,000 | AID 493098, 2011;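 active = compounds whose inhibition of the agonist-driven luminescence signal at 20 µM reaches about 50%, limit read from the data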;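 note: cells stimulated with CCL20 at 14 nM final; plate controls were DMSO with CCL20 for no effect and DMSO without agonist for full effect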
UPR XBP1 act – activators of adaptive XBP1 UPR arm, primary screen, cell-based, CHO-XBP1 luciferase reporter, luminescence, uHTS | hit rate 0.33% among 330,000 | IRE1-XBP1 UPR activation; percent of tunicamycin response, DMSO as zero | activation, % at 20 µM;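 active = versus positive control, 20 µM dose yields 30% or more activation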;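 note: 100% = tunicamycin at 10 µg/mL and 0% = DMSO only wells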
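Material: CHO-XBP1 cells stably carrying IRE1-XBP1-driven luciferase reporter | Medium: F12 with 10% serum | Compound dosing: 20 µM single concentration, DMSO 1% | Incubation: Overnight seeding at 37 °C, 6 h compound treatment at 37 °C | Detection: Steady-Glo luminescence read | Read-out basis: % activation of reporter signal versus tunicamycin and DMSO controls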
EBI2 antag – EBI2 receptor antagonists, beta-arrestin recruitment, primary screen, cell-based, luminescence, 7a,25-OHC stimulation, uHTS; G-protein coupled receptor 183 (Homo sapiens), P32249; 7a,25-OHC stimulated; hit rate 0.81% among 360,000; inhibition, % at 5 µM; in the data active = inhibition above about 38%;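 note: enzyme fragment complementation signal reports receptor beta-arrestin coupling in cells; 0% = agonist plus DMSO wells and 100% = wells without agonist; some results beyond the cut were filed as inactive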
Mdm2 MdmX PPI – inhibitors of human Mdm2-MdmX association, primary screen, cell-based, luminescence, split luciferase, SaOS-2, uHTS; SaOS-2 split-luciferase Mdm2/MdmX complementation; hit rate 3% among 330,000; Protein Mdm4 (Homo sapiens) + E3 ubiquitin-protein ligase Mdm2 (Homo sapiens), …; inhibition, % at 8 µM;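 active = inhibition of at least 50% at 8 µM in the primary screen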
Target sequence (O15151 whole entry, looked up): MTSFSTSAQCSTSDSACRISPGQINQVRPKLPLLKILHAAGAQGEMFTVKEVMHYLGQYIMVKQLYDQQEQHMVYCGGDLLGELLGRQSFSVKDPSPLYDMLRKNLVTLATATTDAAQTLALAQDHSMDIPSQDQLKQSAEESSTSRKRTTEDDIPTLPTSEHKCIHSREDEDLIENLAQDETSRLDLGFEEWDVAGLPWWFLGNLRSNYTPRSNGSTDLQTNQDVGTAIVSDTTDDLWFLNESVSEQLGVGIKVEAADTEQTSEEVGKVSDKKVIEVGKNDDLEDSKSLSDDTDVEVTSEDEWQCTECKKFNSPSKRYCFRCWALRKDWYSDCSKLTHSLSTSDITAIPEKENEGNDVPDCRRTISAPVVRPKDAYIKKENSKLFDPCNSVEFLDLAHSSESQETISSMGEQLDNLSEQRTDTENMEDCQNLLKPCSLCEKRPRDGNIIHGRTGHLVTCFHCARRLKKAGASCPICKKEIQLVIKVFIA
Target sequence (Q00987 whole entry, looked up): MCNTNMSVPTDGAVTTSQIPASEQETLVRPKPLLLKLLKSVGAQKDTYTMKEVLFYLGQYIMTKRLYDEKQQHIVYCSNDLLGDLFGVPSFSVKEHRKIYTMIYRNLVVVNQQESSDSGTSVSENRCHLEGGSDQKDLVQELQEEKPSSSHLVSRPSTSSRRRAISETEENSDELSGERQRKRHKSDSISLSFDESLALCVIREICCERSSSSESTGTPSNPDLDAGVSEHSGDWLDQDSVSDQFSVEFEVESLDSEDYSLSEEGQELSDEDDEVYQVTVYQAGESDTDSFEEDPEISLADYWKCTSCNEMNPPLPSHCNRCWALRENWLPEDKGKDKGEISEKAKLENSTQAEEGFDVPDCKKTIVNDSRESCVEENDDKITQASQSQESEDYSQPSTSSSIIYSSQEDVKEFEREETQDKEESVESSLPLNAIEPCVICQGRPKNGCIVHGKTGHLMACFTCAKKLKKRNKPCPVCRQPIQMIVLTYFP
Starred values were filed as active, the others as inactive.

Screening O=C(NCC1CC1)c1onc(CSc2nc3ccccc3[nH]2)c1C(=O)NCC1CC1 returned APJ antagonist 3, CHOP UPR activ -0.9, tim23-1 inh 39, CXCR6 inh -8, APJ agonist 5, CCR6 antag -2, UPR XBP1 act 0, EBI2 antag -3 and Mdm2 MdmX PPI 20.
For CCOc1cc(/C=C2\CCn3c2nc2cc(Cl)ccc2c3=O)ccc1O the results were APJ antagonist 2, CHOP UPR activ -1.0, tim23-1 inh 18, CXCR6 inh 4, APJ agonist 1, CCR6 antag 0, UPR XBP1 act 2, EBI2 antag 36 and Mdm2 MdmX PPI 5.
`O=C(N/C(=C/c1ccc([N+](=O)[O-])cc1)C(=O)N1CCOCC1)c1ccco1` gave APJ antagonist -20, CHOP UPR activ -0.9, tim23-1 inh 14, CXCR6 inh 1, APJ agonist -4, CCR6 antag -1, UPR XBP1 act -1, EBI2 antag 1 and Mdm2 MdmX PPI -2.
Screening O=C(O)COCC(=O)NCc1csc2ccccc12 returned APJ antagonist 19, CHOP UPR activ 2.6, tim23-1 inh 12, CXCR6 inh 7, APJ agonist -7, CCR6 antag 5, UPR XBP1 act 1, EBI2 antag 7 and Mdm2 MdmX PPI 16.
Cc1ccc(-n2c(=O)c3ccccc3n(CC(=O)NCc3ccco3)c2=O)cc1 was read as APJ antagonist 5, CHOP UPR activ 0.5, tim23-1 inh -15, CXCR6 inh -1, APJ agonist -2, CCR6 antag 5, UPR XBP1 act -1, EBI2 antag 0 and Mdm2 MdmX PPI 20.
For COC(=O)c1c(NC(=O)CN2C(=O)C(=O)N(C(C)C)C2=O)sc(C)c1C the results were APJ antagonist -4, CHOP UPR activ 2.5, tim23-1 inh 34, CXCR6 inh 2, APJ agonist -2, CCR6 antag -3, UPR XBP1 act -1, EBI2 antag -5 and Mdm2 MdmX PPI -13.
For Cc1cc(C)c(C)c(OCC(=O)NCC2CCCO2)c1 (stereo unspecified) the results were APJ antagonist 17, CHOP UPR activ 1.9, tim23-1 inh 20, CXCR6 inh -2, APJ agonist 0, CCR6 antag 5, UPR XBP1 act 2, EBI2 antag 0 and Mdm2 MdmX PPI -12.
`O=C(NCCNC(=O)c1cccc(O)c1)c1cccc(O)c1` gave APJ antagonist -4, CHOP UPR activ 1.6, tim23-1 inh -1, CXCR6 inh 1, APJ agonist 2, CCR6 antag -12, UPR XBP1 act -2, EBI2 antag -15 and Mdm2 MdmX PPI 6.
`COc1ccccc1NNC(=O)C(O)(c1ccccc1OC)c1ccccc1OC` gave APJ antagonist 1, CHOP UPR activ 0.4, tim23-1 inh 19, CXCR6 inh 6, APJ agonist 0, CCR6 antag 3, UPR XBP1 act 2, EBI2 antag -8 and Mdm2 MdmX PPI 20.
For Cc1cc2cc(CN(C(=O)C3CC3)C3CCCC3)c3nnnn3c2cc1C the results were APJ antagonist -1, CHOP UPR activ -0.9, tim23-1 inh 32, CXCR6 inh -6, APJ agonist 5, CCR6 antag 13, UPR XBP1 act 1, EBI2 antag 9 and Mdm2 MdmX PPI -1.
Screening N#Cc1c(C(F)(F)F)cc(-c2ccc(Cl)cc2)nc1SCC(=O)O returned APJ antagonist 9, CHOP UPR activ -1.1, tim23-1 inh 15, CXCR6 inh 3, APJ agonist 1, CCR6 antag 4, UPR XBP1 act -5, EBI2 antag 0 and Mdm2 MdmX PPI 8.
`CC(C)c1ccc(OCC(=O)NC2=NCCS2)cc1` gave APJ antagonist -16, CHOP UPR activ 1.4, tim23-1 inh 11, CXCR6 inh -8, APJ agonist 0, CCR6 antag 7, UPR XBP1 act 3, EBI2 antag -9 and Mdm2 MdmX PPI 5.
Cc1cccc(N2C(=O)CC(Sc3nc(-c4ccccc4)c4cc(Cl)ccc4n3)C2=O)c1 (stereo unspecified) was read as APJ antagonist -16, CHOP UPR activ -1.7, tim23-1 inh 9, CXCR6 inh 9, APJ agonist 2, CCR6 antag 10, UPR XBP1 act -3, EBI2 antag 13 and Mdm2 MdmX PPI 19.
Screening CCOc1ccc(NC(=O)CN(C)C(=O)Cc2c[nH]c3ccccc23)cc1OCC returned APJ antagonist -24, CHOP UPR activ -0.5, tim23-1 inh -23, CXCR6 inh 6, APJ agonist 0, CCR6 antag -5, UPR XBP1 act -2, EBI2 antag -1 and Mdm2 MdmX PPI 12.
Screening Cc1sc2ncnc(NCC3CCCO3)c2c1C (stereo unspecified) returned APJ antagonist 23, CHOP UPR activ -4.1, tim23-1 inh 4, CXCR6 inh -7, APJ agonist -5, CCR6 antag -6, UPR XBP1 act 3, EBI2 antag -13 and Mdm2 MdmX PPI 4.
COc1cc(Cl)c(C)cc1NC(=O)COC(=O)C(NS(=O)(=O)c1ccc(Cl)cc1)C(C)O (stereo unspecified) was read as APJ antagonist -1, CHOP UPR activ 0.4, tim23-1 inh 11, CXCR6 inh -8, APJ agonist -3, CCR6 antag 1, UPR XBP1 act 1, EBI2 antag 3 and Mdm2 MdmX PPI -9.
`Cc1nc2ccccn2c(=O)c1NC(=O)c1cccc2ccccc12` gave APJ antagonist 18, CHOP UPR activ -0.2, tim23-1 inh -1, CXCR6 inh 7, APJ agonist 1, CCR6 antag -3, UPR XBP1 act 3, EBI2 antag 1 and Mdm2 MdmX PPI -4.
COc1ccc(C(C)NC(=S)NC2CCCCC2)cc1OC (stereo unspecified) was read as APJ antagonist -1, CHOP UPR activ -1.3, tim23-1 inh -6, CXCR6 inh 3, APJ agonist 0, CCR6 antag -2, UPR XBP1 act -2, EBI2 antag -1 and Mdm2 MdmX PPI 7.
For C=CCn1c2ccccc2c2nnc(SCN3C(=O)c4ccccc4C3=O)nc21 the results were APJ antagonist 27, CHOP UPR activ 0.9, tim23-1 inh 43, CXCR6 inh 5, APJ agonist -2, CCR6 antag -2, UPR XBP1 act 6, EBI2 antag -4 and Mdm2 MdmX PPI 28.
Cc1nn(C)cc1/C=N/NC(=O)c1sc2ccccc2c1Cl was read as APJ antagonist 10, CHOP UPR activ 1.2, tim23-1 inh 35, CXCR6 inh 17, APJ agonist 0, CCR6 antag 10, UPR XBP1 act 3, EBI2 antag 0 and Mdm2 MdmX PPI -6.
`O=C(O)/C=C/c1ccc(-n2ccnc2)cc1` gave APJ antagonist -6, CHOP UPR activ -0.5, tim23-1 inh 1, CXCR6 inh -1, APJ agonist -3, CCR6 antag -1, UPR XBP1 act -1, EBI2 antag -1 and Mdm2 MdmX PPI 16.
COc1ccc(C2N=C(N)N=C(N)N2c2ccccc2)cc1OC (stereo unspecified) was read as APJ antagonist 21, CHOP UPR activ 1.3, tim23-1 inh 4, CXCR6 inh -2, APJ agonist 2, CCR6 antag 10, UPR XBP1 act -5, EBI2 antag -3 and Mdm2 MdmX PPI 2.
NS(=O)(=O)c1ccc(CNC(=O)Cn2nc(C(F)F)cc2C(F)F)cc1 was read as APJ antagonist -10, CHOP UPR activ 2.2, tim23-1 inh 19, CXCR6 inh -4, APJ agonist -5, CCR6 antag -3, UPR XBP1 act -2, EBI2 antag -17 and Mdm2 MdmX PPI -6.
`Cn1c(CCNC(=O)c2ccco2)nc2cc(NS(=O)(=O)c3ccccc3)ccc21` gave APJ antagonist -2, CHOP UPR activ -2.5, tim23-1 inh 10, CXCR6 inh -4, APJ agonist -1, CCR6 antag -6, UPR XBP1 act -2, EBI2 antag 1 and Mdm2 MdmX PPI -9.

Taken from the entries so far, two compounds:
NS(=O)(=O)c1ccc(CNC(=O)Cn2nc(C(F)F)cc2C(F)F)cc1 was read as APJ antagonist -10, CHOP UPR activ 2.2, tim23-1 inh 19, CXCR6 inh -4, APJ agonist -5, CCR6 antag -3, UPR XBP1 act -2, EBI2 antag -17 and Mdm2 MdmX PPI -6.
`Cn1c(CCNC(=O)c2ccco2)nc2cc(NS(=O)(=O)c3ccccc3)ccc21` gave APJ antagonist -2, CHOP UPR activ -2.5, tim23-1 inh 10, CXCR6 inh -4, APJ agonist -1, CCR6 antag -6, UPR XBP1 act -2, EBI2 antag 1 and Mdm2 MdmX PPI -9.

Next part:
Screening COc1ccccc1C1SCCN1S(C)(=O)=O (stereo unspecified) returned APJ antagonist 7, CHOP UPR activ -1.2, tim23-1 inh -8, CXCR6 inh -8, APJ agonist -3, CCR6 antag 12, UPR XBP1 act -1, EBI2 antag 1 and Mdm2 MdmX PPI 13.
For CC(C)COP(=O)(c1ccc(N(C)C)cc1)C(O)c1ccccn1 (stereo unspecified) the results were APJ antagonist -4, CHOP UPR activ 5.8, tim23-1 inh 16, CXCR6 inh 2, APJ agonist 3, CCR6 antag 4, UPR XBP1 act 1, EBI2 antag 2 and Mdm2 MdmX PPI -4.
CC(C)n1c(CCCO)nc2ccccc21 was read as APJ antagonist 0, CHOP UPR activ -1.5, tim23-1 inh -4, CXCR6 inh -10, APJ agonist 1, CCR6 antag 13, UPR XBP1 act 2, EBI2 antag -9 and Mdm2 MdmX PPI 1.
For CC(=O)N1CCC2(CC1)NC(=O)N(c1ccccc1)N2 the results were APJ antagonist -3, CHOP UPR activ -2.6, tim23-1 inh -1, CXCR6 inh 2, APJ agonist 2, CCR6 antag 3, UPR XBP1 act 1, EBI2 antag -1 and Mdm2 MdmX PPI -1.
CC(C)CCNC(=S)Nc1ccc([N+](=O)[O-])cc1 was read as APJ antagonist 12, CHOP UPR activ 0.3, tim23-1 inh 60*, CXCR6 inh -8, APJ agonist -1, CCR6 antag 37, UPR XBP1 act 1, EBI2 antag 0 and Mdm2 MdmX PPI 17.
Screening Cc1nn(C)c(C)c1C1Nc2ccccc2C(=O)N1O (stereo unspecified) returned APJ antagonist 12, CHOP UPR activ 1.9, tim23-1 inh -3, CXCR6 inh -2, APJ agonist -4, CCR6 antag -3, UPR XBP1 act 1, EBI2 antag -2 and Mdm2 MdmX PPI 8.
`Cc1ccnc(NC(=O)CCC2CCCCC2)c1` gave APJ antagonist 19, CHOP UPR activ 5.2, tim23-1 inh 38, CXCR6 inh 8, APJ agonist -4, CCR6 antag 20, UPR XBP1 act 2, EBI2 antag -1 and Mdm2 MdmX PPI -49.
Cc1ccc(C(=O)OC(C)C(=O)NC2CCCCC2C)cc1S(=O)(=O)N1CCOCC1 (stereo unspecified) was read as APJ antagonist -1, CHOP UPR activ 1.4, tim23-1 inh 0, CXCR6 inh 5, APJ agonist 8, CCR6 antag 9, UPR XBP1 act -4, EBI2 antag -13 and Mdm2 MdmX PPI 8.
CCOC(=O)N1CCN(C(=O)c2cn(C)c3ccc(S(=O)(=O)N(C)C4CCCCC4)cc3c2=O)CC1 was read as APJ antagonist 11, CHOP UPR activ 1.4, tim23-1 inh -4, CXCR6 inh 6, APJ agonist -5, CCR6 antag 2, UPR XBP1 act -7, EBI2 antag -1 and Mdm2 MdmX PPI 27.

An excerpt. The share of hits here may be higher or lower than overall.
